Pol iota inh = inhibitors of human DNA polymerase iota | Q9UNA4 | Pol iota fluorescent replication assay, 10 min | Potency, µM (series often up to 115 µM), inactives show at the highest dose activity, negative = inhibition, actives largely listed as inhibitors | 1% of 390,000 active
Target sequence (Q9UNA4 whole entry, looked up): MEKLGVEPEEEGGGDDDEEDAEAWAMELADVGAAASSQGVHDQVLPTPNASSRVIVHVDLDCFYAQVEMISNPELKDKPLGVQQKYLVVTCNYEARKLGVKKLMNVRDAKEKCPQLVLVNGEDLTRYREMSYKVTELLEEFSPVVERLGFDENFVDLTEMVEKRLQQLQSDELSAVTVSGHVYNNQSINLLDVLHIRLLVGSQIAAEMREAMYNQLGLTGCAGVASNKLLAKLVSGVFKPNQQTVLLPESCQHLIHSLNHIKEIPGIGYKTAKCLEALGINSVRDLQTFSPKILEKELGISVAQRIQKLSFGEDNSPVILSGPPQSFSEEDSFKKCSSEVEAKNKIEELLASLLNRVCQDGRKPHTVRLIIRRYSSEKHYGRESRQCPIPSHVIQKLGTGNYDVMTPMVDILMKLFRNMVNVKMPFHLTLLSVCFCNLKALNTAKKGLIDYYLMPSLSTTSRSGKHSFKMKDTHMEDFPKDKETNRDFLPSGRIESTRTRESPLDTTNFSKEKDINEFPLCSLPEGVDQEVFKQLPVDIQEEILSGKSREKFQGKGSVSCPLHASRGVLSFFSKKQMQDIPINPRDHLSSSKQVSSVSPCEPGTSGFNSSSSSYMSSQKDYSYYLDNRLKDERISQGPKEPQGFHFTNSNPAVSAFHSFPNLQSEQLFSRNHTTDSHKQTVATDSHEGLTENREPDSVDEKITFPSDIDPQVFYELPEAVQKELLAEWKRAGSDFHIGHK
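Fluorescent replication assay read twice, at 0 min and 10 min after adding 50 nM (final) substrate. Enzyme (10 nM) and compounds were first incubated 15 min at room temperature; enzyme-free buffer wells were negative controls.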
Pol eta inh = inhibitors of human DNA polymerase eta | Q9Y253 | recombinant Pol eta, fluorescent DNA replication assay | Potency, µM (titrated, usually from 114 µM), inactives show at the highest dose activity change, negative = inhibition, hits mostly inhibitors | 1.2% of 390,000 active; note: % is set by controls: 0 for no effect and ±100 for the full control effect
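Pol eta at 10 nM preincubated with compounds 15 min at room temperature; reaction started with fluorescent substrate (50 nM final) and read kinetically at 0 and 10 min.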
POLK inh = blocks human DNA polymerase kappa activity; purified Pol kappa, fluorescent DNA synthesis assay, 10 min; 0.53% of 400,000 active; Q9UBT6; Potency, µM (titrated, usually from 107 µM), for inactives: at the highest dose activity, negative = inhibition, actives largely listed as inhibitors; note: % is set by controls: 0 for no effect and ±100 for the full control effect
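Readout: fluorescence, taken kinetically at 0 and 10 min. Conditions: 10 nM Pol kappa, 15 min RT compound preincubation, 50 nM substrate final. Controls: enzyme-free buffer wells.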
APE1 inh = APE1 (human) endonuclease inhibition | recombinant APE1, TAMRA/BHQ-2 abasic DNA cleavage fluorescence | Potency, µM (titrated, usually from 65.8 µM), for inactives: top-dose activity change, negative = inhibition, actives largely listed as inhibitors | 0.35% of 350,000 active;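 note: plate controls were vehicle for no effect and reference inhibitor for full effect; nearly all actives have a fitted effect of over 55% in size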
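Substrate: short duplex with […] THF abasic site, 5'-TAMRA and 3'-BHQ-2, 50 nM final. APE1 at 0.75 nM, preincubated 15 min RT with compound. Fluorescence increase from first to third read measured activity.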
* = called active by the depositor; u = inconclusive; x = no result given; & = joins results of further samples; [ ] = remark or other dose. Calls come from the whole dose curve; as a rule, active = well fitted curve in the direction sought with a large enough effect; inconclusive = small, poorly fitted or top-dose-only effect, or another doubt; inactive = no such curve, though single readings can be large; an effect the other way counts as inactive or inconclusive. Potency is the fitted concentration of half-maximal effect. The list is partial (hit frequency here may not be typical).

SMILES	Pol iota inh	Pol eta inh	POLK inh	APE1 inh
CN(C)c1ccc(/C=C/c2ccnc3ccc(Br)cc23)cc1	13%	x	2%	x
O=S(=O)(c1ccc(Cl)cc1)N1CCN(c2nc(-c3ccc(Cl)cc3)nc3ccccc23)CC1	6%	x	-5%	x
c1cnc2[nH]ccc2c1	49%[activator]	x	10%	x
O=C(C[n+]1ccccc1)c1cccc([N+](=O)[O-])c1	23%	x	2%	x
CN(C)c1cccc(-c2nnc(SCC(=O)NCc3ccco3)n2C)c1	-1%	x	-2%	x
O=C(Nc1ccccc1)[C@@H]1CC=C[C@@H]2CCN(C3CC3)C(=O)[C@@H]21	25%	x	7%	x
CCOC(=O)c1c(C)[nH]c(C(=O)OC(C(=O)N(C)C)c2ccccc2)c1C (stereo unspecified)	2%	x	-12%	x
CC(=O)Nc1ccc(NC(=O)c2nc(SCc3ccccc3F)ncc2Cl)cc1	-19%	x	-24%	x
Nc1c(Cl)cc(/C=C2\C=Cc3ccccc32)cc1Cl	18%	x	-6%	x
Cc1cc(C)c2oc(-c3cccc(NC(=O)COc4ccc(Cl)cc4C)c3C)nc2c1	-20%	x	-8%	x
CCOC(=O)c1sc(N2C(=O)c3oc4ccc(F)cc4c(=O)c3C2c2ccc(C)cc2)nc1C (stereo unspecified)	14%	x	-1%	x
c1ccc2c(c1)CCCN2	u	x	u	x
Cc1ccc2c(c1)ncc[n+]2CC(=O)c1ccc(F)cc1	29%	x	-9%	x
COc1cc(N(C)C)c(OC)cc1/C=C/c1ccnc2ccccc12	8%	x	-12%	x
CCOc1ccc(NC(=O)COC(=O)c2ccccc2OCC(=O)N(C)C)cc1	24%	x	2%	x
Fc1ccc(Nc2nc(NCc3ccco3)nc3nccnc23)cc1	-3%	x	0%	x
COc1cc2nc(Cl)nc(NC3CC3)c2cc1OC	18%	x	-20%	x
COc1ccc2c(c1)CCC2=O	-3%	x	-8%	x
C=C1C=C(C(F)F)n2ncc(C(=O)NCCc3ccc(Cl)cc3)c2N1	26%	x	8%	x
COc1ccc(CN(CCCN)c2ccc(Br)cn2)cc1	18%	x	-17%	x
CN(C)C1CCC(CC2CCc3ccccc32)CC1 (stereo unspecified)	18%	x	-5%	x
CCOC(=O)c1c2c(n3ccccc13)C(=O)c1ccccc1C2=O	49%[activator]	x	-6%	x
Cc1ccc(S(=O)(=O)N2CCN(c3nc(-c4cccs4)nc(C)c3C)CC2)cc1	-3%	x	-16%	x
COc1ccc(-c2nn3c(-c4cc(-c5ccccc5)n[nH]4)nnc3s2)cc1OC	27%	x	7%	x

Entries from the list above that have bromine:
SMILES	Pol iota inh	Pol eta inh	POLK inh	APE1 inh
CN(C)c1ccc(/C=C/c2ccnc3ccc(Br)cc23)cc1	13%	x	2%	x
COc1ccc(CN(CCCN)c2ccc(Br)cn2)cc1	18%	x	-17%	x

Remaining list, next part:
SMILES	Pol iota inh	Pol eta inh	POLK inh	APE1 inh
C[C@H](NC(=O)OC(C)(C)C)C(=O)c1ccco1	20%	x	-14%	x
Cc1[nH]c2ccccc2c1/C=C/c1ccnc2ccccc12	25%	x	6%	x
Cc1ccc(S(=O)(=O)N2CCN(c3nc(-c4cccs4)nc4cccnc34)CC2)cc1	7%	x	-15%	x
CCc1ccc(C=O)cc1	31%[activator]	x	5%	x
Cc1ccc(NC(=O)c2cc3c([nH]c2=O)CC(c2ccccc2)CC3=O)cc1 (stereo unspecified)	15%	x	-3%	x
CC(C)CCNC(=O)Cn1c(SCc2cccc(F)c2)nc2ccncc21	-13%	x	-7%	x
OC(Cc1ccc2ccccc2n1)c1c(Cl)cccc1Cl (stereo unspecified)	18%	x	7%	x
C=C1C=C(C(F)F)n2ncc(C(=O)Nc3ccc(Br)cc3C(F)(F)F)c2N1	52%[activator]	x	-21%	x
CC1=Nc2ccccc2/C1=C/c1ccc(N(C)C)cc1	11%	x	-6%	x
COc1cc(OC)c(/C=C/c2c3ccccc3cc[n+]2C)c(OC)c1	u	x	-14%	x
Nc1ncnc2nnsc12	-3%	x	-12%	x
COc1ccccc1OCCn1c(CCNC(=O)C2CCCCC2)nc2ccccc21	32%[activator]	x	-3%	x
O=S(=O)(c1cccc2ccccc12)N1CCN(c2nc(-c3cccs3)nc3ccccc23)CC1	-10%	x	-14%	x
O=C(C[n+]1cccc(Br)c1)c1ccc(F)cc1	-24%	x	0%	x
CCn1c2ccccc2c2cc(/C=C3/C=Cc4ccccc43)ccc21	3%	x	-7%	x
C(=C\c1nc2ccccc2o1)/c1ccc2c(c1)OCO2	10%	x	1%	x
CCN(CC)c1ccc(/C=C/c2c(C)cnc3ccc(C)cc23)cc1	u	x	u	x
CN(C)c1ccc(/C=C/c2ccnc3ccc(F)cc23)cc1	-3%	x	0%	x
CN(C)/C=N/c1nc2c(ncn2C2CC(O)C(CO)O2)c(=O)[nH]1 (stereo unspecified)	-18%	x	11%	x
CCCN1CNc2c(c(=O)[nH]c(=S)n2CCc2ccccc2Cl)C1	u	x	2%	x
CC(=O)Oc1ccc(C(=O)COC(=O)CNC(=O)COc2ccccc2C)cc1	5%	x	-18%	x
O=C(C[N+]12CCCc3cccc(c31)CCC2)c1ccc2ccccc2c1	95%[activator]	x	-10%	x
C=C1C=C(C(F)F)n2ncc(C(=O)NCc3ccc(F)cc3)c2N1	-13%	x	4%	x
CCCOC(=O)C1=C(C)CS[C@@H]2[C@H](NC(=O)COc3ccccc3)C(=O)N12	10%	x	-29%	x

Record cards, from the list above.
`Fc1ccc(Nc2nc(NCc3ccco3)nc3nccnc23)cc1` reads Pol iota inh = -3%; Pol eta inh = x; POLK inh = 0%; APE1 inh = x
`C[C@H](NC(=O)OC(C)(C)C)C(=O)c1ccco1` reads Pol iota inh = 20%; Pol eta inh = x; POLK inh = -14%; APE1 inh = x

Continued.
SMILES	Pol iota inh	Pol eta inh	POLK inh	APE1 inh
Oc1ccccc1C1C=C(c2ccc3c(c2)OCO3)NC(c2ccc(F)c(Br)c2)N1 (stereo unspecified)	u	x	7%	x
Cc1cc2nccc(C)c2cc1C	15%	x	-2%	x
N#Cc1ccccc1S(=O)(=O)N1CCN(c2nc(-c3cccs3)nc3ccccc23)CC1	u	x	3%&-5%	x
CSc1ccc2nnc(-c3ccc(C)cc3)n2n1	4%	x	-11%	x
C(=C\c1ccnc2ccccc12)/c1ccc(N2CCNCC2)cc1	20%	x	5%	x
Cc1c(CCO)sc[n+]1CC(=O)c1ccccc1	u	x	-6%	x
C[C@@H](Nc1nc(Cl)nc2nc[nH]c12)c1ccccc1	-3%	x	6%	x
CCOc1ccc(C(NC(C)=O)c2cc(Cl)c3cccnc3c2O)cc1 (stereo unspecified)	12%	x	-8%	x
Cc1csc(C)[n+]1CCC1CCCCC1	16%	x	-8%	x
CC1(C)CC(=O)c2cc(C(=O)Nc3cccc4ccccc34)c(=O)[nH]c2C1	20%	x	-3%	x
COc1cc(OC)c(/C=C/c2cc(/C=C/c3c(OC)cc(OC)cc3OC)[n+](C)c3ccccc23)c(OC)c1	-18%	x	-10%	x
CC1(C)OC(=O)C2(Cc3ccc(Cl)cc3N3CCCC32)C(=O)O1 (stereo unspecified)	25%	x	-8%	x
O=C(C[n+]1ccncc1)c1cccc([N+](=O)[O-])c1	-19%	x	0%	x
COc1ccc(S(=O)(=O)Nc2cccc3ccccc23)cc1	28%	x	-14%	x
COc1ccc2[nH]cc(C(=O)CNc3nccs3)c2c1	-10%	x	1%	x
CC(=O)N=c1nc(-c2ccccc2)n(-c2ccccc2)s1	7%	x	-7%	x
CC(C)(C)n1ncc2c(=O)n(Cc3c(F)ccc(Cl)c3Cl)cnc21	9%	x	-22%	1%
CC(C)(C)n1ncc2c(=O)n(Cc3ccc(OC(F)(F)F)cc3)cnc21	-8%	x	-8%	3%
CC(C)(C)n1ncc2c(=O)n(Cc3ccc(Cl)c(C(F)(F)F)c3)cnc21	9%	x	1%	-4%
CC(C)(C)n1ncc2c(=O)n(Cc3ccc(C#N)cc3)cnc21	u	x	u	2%
CC(C)(C)n1ncc2c(=O)n(Cc3ccc(Cl)cc3C(F)(F)F)cnc21	-22%	x	-12%	-3%
CC(C)(C)n1ncc2c(=O)n(Cc3ccccc3Cl)cnc21	2%	x	1%	1%
CC(C)(C)n1ncc2c(=O)n(Cc3ccccc3)cnc21	10%	x	-9%	13%
CC(C)(C)n1ncc2c(=O)n(Cc3c(Cl)ccc(Cl)c3Cl)cnc21	-24%	x	8%	-2%
COc1ccc(Cl)c(Cn2cnc3c(cnn3C(C)(C)C)c2=O)c1	5%	x	-19%	19%
CC(C)(C)n1ncc2c(=O)n(Cc3cc(Cl)ccc3Cl)cnc21	-8%	x	6%	-3%
CSc1ncccc1C(=O)OCC(=O)NC12CC3CC(CC(C3)C1)C2	x	u	-9%	-11%
O=C1NC(=S)SC1=Cc1ccc2c(c1)OCO2	21%	-4%	-4%	x
CCC(=O)N1CCN(c2ccc(Cl)cc2NC(=O)c2ccc(Br)o2)CC1	-2%	-7%	5%	x
COc1ccc(Cl)c2sc(N(CCN(C)C)C(=O)C3=COCCO3)nc12	23%	-5%	-14%	x
Cc1cn(CC(=O)NCc2ccc3c(c2)OCO3)c(=O)[nH]c1=O	-10%	6%	-4%	x
Cn1c(=O)c2[nH]c(C=Cc3ccc4c(c3)OCO4)nc2n(C)c1=O	21%	-13%	0%	x
NN=C(NN=Cc1ccccc1)c1ccccc1	-22%	-15%	2%	x
CC(NC(=O)c1ccccc1Br)C1CC2CCC1C2 (stereo unspecified)	-10%	-7%	-1%	x
Cc1c(NC(=O)c2cccc(S(=O)(=O)N(C)c3ccccc3)c2)c(=O)n(-c2ccccc2)n1C	9%	-6%	-4%	x
CN(Cc1ccccc1)C(=O)c1ccc(NC(=O)Cc2ccc(NC(=O)C3CCCN(C(=O)C4CCCCC4)C3)cc2)cc1 (stereo unspecified)	-16%	-8%	-11%	x

Grouped by structure: the compounds so far with an aryl thioether with sulfur outside any ring (5)
SMILES	Pol iota inh	Pol eta inh	POLK inh	APE1 inh
CN(C)c1cccc(-c2nnc(SCC(=O)NCc3ccco3)n2C)c1	-1%	x	-2%	x
CC(=O)Nc1ccc(NC(=O)c2nc(SCc3ccccc3F)ncc2Cl)cc1	-19%	x	-24%	x
CC(C)CCNC(=O)Cn1c(SCc2cccc(F)c2)nc2ccncc21	-13%	x	-7%	x
CSc1ccc2nnc(-c3ccc(C)cc3)n2n1	4%	x	-11%	x
CSc1ncccc1C(=O)OCC(=O)NC12CC3CC(CC(C3)C1)C2	x	u	-9%	-11%

Additional entries:
SMILES	Pol iota inh	Pol eta inh	POLK inh	APE1 inh
CC1(C)c2ccccc2-c2nc3ccccc3cc2C1N1CCOCC1 (stereo unspecified)	13%	-14%	-20%	x
CCOC(=O)N1C2CCC(C2)N1C(=O)OCC	-13%	-8%	-2%	x
Oc1cccc(CN2CCOCC2)c1O	20µM*	2%	28µM*	x
CC(C)n1nc(Cc2cccc3ccccc23)c(C#N)c1N	-5%	-7%	1%	x
